Growth percent in the NCI-60 one-dose screen (48 h, 10 µM unless noted): 100 = growth as untreated, 0 = no growth, -100 = all killed.
HS 578T – HS 578T breast cancer; 4.1% of 78,000 active
T-47D – T-47D breast cancer. 5% of 79,000 active
BT-549 – BT-549 breast cancer. AID 1794793. 4.4% of 78,000 active
SK-MEL-5 – SK-MEL-5 melanoma; 6.4% of 80,000 active; AID 1794755
MDA-MB-435 – MDA-MB-435 melanoma; 7.8% of 82,000 active
LOX IMVI – LOX IMVI melanoma; 7.4% of 79,000 active
SK-MEL-28 – SK-MEL-28 melanoma | 4.1% of 81,000 active | AID 1794761
SK-MEL-2 – SK-MEL-2 melanoma; 4.7% of 77,000 active; AID 1794763
An asterisk follows results filed as active; / = not tested or not shown; & = joins results of further samples. Rule for the calls: active = growth percent below 10; inactive = the rest.

SMILES	HS 578T	T-47D	BT-549	SK-MEL-5	MDA-MB-435	LOX IMVI	SK-MEL-28	SK-MEL-2
CCN(CC)CCCC(C)Nc1cc(O)cc2cccnc12 (centres undefined)	74	110	105	116	106	89	122	135
CC(C)COC(=O)/C=C(\CC(=O)OCC(C)C)C(=O)OCC(C)C	122	85	96	98	104	92	122	85
Cc1ccc(=O)n(-c2ccc(C3=NCCC3)cc2)c1	106	94	100	102	105	96	102	102
O=S(=O)(c1ccc(Br)cc1)N1CCN(c2nccc(-c3c(-c4cccc(F)c4)nc4sccn34)n2)CC1	98	76	102	68	92	98	105	106
CS(=O)(=O)Nc1ccc(C(=O)N/N=C/c2ccc(O)cc2)cc1	96	96	111	100	100	91	105	105
NNc1ncnc2cccc(Cl)c12	98	91	112	91	115	95	103	95
COc1ccc(Nc2nc(N)nc3c(=O)[nH]ccc23)cc1	118	97	102	111	113	102	124	111
Nc1nn(C(=O)c2cccnc2)cc1-c1ccc(Cl)cc1	116	77	133	98	99	77	120	94
CCCCOC(=O)c1ccc(NC(=O)CCN2CCOCC2)cc1	88	93	93	98	100	79	107	94
Cc1ccccc1CCO	100	97	95	102	108	103	100	86
CC(=O)NC(Cc1cnc[nH]1)C(=O)O (centres undefined)	105	102	109	100	102	100	108	116
CCCCCC(=O)OC1CCC(C(C)(C)C)CC1 (centres undefined)	105	105	104	103	102	94	105	115
FC(F)(F)c1ccc(-c2cnc(Cl)nc2NCc2cc(C(F)(F)F)cc(C(F)(F)F)c2)cc1	27	11	26	77	14	-8.5*	46	-22*
CC(C)C[C@H](C(=O)O)N(C)C(=O)[C@@H]1CCCN1C(=O)[C@H](C)OC(=O)[C@H](CCC(N)=O)NC(=O)[C@@H]1CCC(=O)N1	107	87	94	96	106	104	103	110
C=C1c2c(Cl)ccc(O)c2C(O)=C2C(=O)C3(O)C(O)=C(C(N)=O)C(=O)C(N(C)C)C3C(O)C12 (centres undefined)	66	86	63	96	96	50	100	67
CCOC(=O)N1CCC2(CC1)NC(=O)c1ccccc1N2	90	110	97	104	114	105	104	108
COc1ccc(Cl)cc1[N+](=O)[O-]	121	119	108	104	112	101	/	113
COC(=O)C(Br)(C(=O)OC)C(Br)C(Br)C(Br)c1ccccc1 (centres undefined)	114	/	108	98	48	9.1*	108	84
Nc1nc(C(=O)N/N=C/c2ccc(N3CCOCC3)cc2)nn1-c1ccc(S(N)(=O)=O)cc1	104	108	116	102	104	97	117	104
CCc1ccc(Nc2ncnc3c2cnn3-c2cccc(F)c2)cc1	106	/	108	101	105	98	104	108
Cc1cc(O)c(C(C)C)cc1N=O	114&104	91&83	96&114	104&100	117&100	99&89	113&110	111&103
CCCCOc1ccc(/C=C2/SC(N3CCCC3)=NC2=O)cc1	116	66	91	95	96	96	101	105
Cc1ccccc1N1CCN(C(=S)c2ccc3c(c2)OCO3)CC1	110	93	/	/	67	102	107	88
Clc1ccc(COc2ccc(Nc3ncnc4c3sc3ncccc34)cc2)cc1Cl	115	92	100	105	100	96	100	/
O=C(OCC(O)C(O)C(O)C(SCc1ccccc1)SCc1ccccc1)c1ccccc1 (centres undefined)	115	105	95	114	106	92	107	100
CCN(CC)C(C)(O)CN (centres undefined)	103	118	105	100	110	108	110	/
COc1ccccc1Nc1nnc(-c2ccccc2O)o1	99	88	100	102	97	99	106	91
COC(=O)[C@]12CC[C@@H](C)[C@H](C)[C@@H]1C1=CC[C@@H]3[C@@]4(C)C(C#N)=CC(C)=C4CC[C@@]3(C)[C@]1(C)CC2	98	68	99	86	88	92	91	83
CCCCOC(=O)c1ccc(C(C)C)cc1	108	89	92	106	103	97	111	100
CCCN1C2CCC1/C(=C\c1ccc(OC)cc1)C(=O)/C2=C/c1ccc(OC)cc1	92	45	87	64	63	75	83	73
CSc1nc(/N=C/c2ccccc2)c2c(-c3ccccc3)c(-c3ccccc3)oc2n1	121	98	112	103	100	99	109	105
O=C(Cn1c(=O)[nH]c2ccccc2c1=O)NCC(=O)N/N=C/c1ccco1	/	98	90	93	100	/	96	113
O=C(Nc1cccc2cccnc12)c1cc(C(=O)c2ccc(Cl)cc2)n2c1ccc1c3ncccc3ccc12	77	82	32	92	99	96	99	99
CCCS(=O)(=O)Oc1cc2oc(=O)c3c(c2cc1OC)CCCCC3	83	58	82	86	95	88	100	85
Cc1cnc(SCc2ccc(Cl)cc2)nc1Nc1ccc(Cl)cc1Cl	103	78	111	103	106	99	109	94
CCOC(=O)c1c(C)nc2c(c1N)CC(=O)N2CCc1ccc(OC)c(OC)c1	101	81	109	96	107	73	115	97
COC(=O)[C@]12CC[C@@H](C(=O)/C=C/c3cccnc3)[C@@H]1[C@H]1CC[C@@H]3[C@@]4(C)C/C(=C/c5cccnc5)C(=O)C(C)(C)[C@@H]4CC[C@@]3(C)[C@]1(C)CC2	-49*	-44*	-92*	-99*	-70*	/	-96*	-61*
COc1ccc2cc(C3=CCCC3(C)C(=O)O)ccc2c1 (centres undefined)	118	/	118	111	109	86	109	119
NS(=O)(=O)c1ccc(Nc2nc(N/N=C/c3cccc4ccccc34)nc(Nc3ccccc3)n2)cc1	88	45	110	70	59	56	80	82
O=C(Nc1ccc2oc(=O)ccc2c1)c1ccc(-c2ccc(Cl)c(Cl)c2)o1	145	82	78	88	89	48	101	102
CC(=O)OC1COC(NC(=O)N(CCCl)N=O)C(OC(C)=O)C1OC(C)=O (centres undefined)	/	97	/	110	106	86	119	117
[2H]C([2H])([2H])Oc1cccc(/C=C/C(=O)/C=C(/C=C/c2cccc(OC([2H])([2H])[2H])c2OC([2H])([2H])[2H])OB(F)F)c1OC([2H])([2H])[2H]	92	51	86	99	57	55	89	116
CCN(CC)CCNc1ncnc2[nH]ncc12	112	102	/	106	121	96	106	110
CSc1nc2ccc(C)cc2cc1/C=C1/C=C(c2ccccc2)NC1=O	29	-0.1*	76	80	31	45	79	89
COc1ccc(-c2nn(C(=O)NCCN(C)C)cc2-c2ccncc2)cc1Cl	67	37	59	21	-25*	26	39	33

Some of the entries so far, with values under each structure:
Every second line gives: HS 578T | T-47D | BT-549 | SK-MEL-5 | MDA-MB-435 | LOX IMVI | SK-MEL-28 | SK-MEL-2
CCN(CC)C(C)(O)CN (centres undefined)
  103 | 118 | 105 | 100 | 110 | 108 | 110 | /
COc1ccccc1Nc1nnc(-c2ccccc2O)o1
  99 | 88 | 100 | 102 | 97 | 99 | 106 | 91
COC(=O)[C@]12CC[C@@H](C)[C@H](C)[C@@H]1C1=CC[C@@H]3[C@@]4(C)C(C#N)=CC(C)=C4CC[C@@]3(C)[C@]1(C)CC2
  98 | 68 | 99 | 86 | 88 | 92 | 91 | 83
CCCCOC(=O)c1ccc(C(C)C)cc1
  108 | 89 | 92 | 106 | 103 | 97 | 111 | 100
CCCN1C2CCC1/C(=C\c1ccc(OC)cc1)C(=O)/C2=C/c1ccc(OC)cc1
  92 | 45 | 87 | 64 | 63 | 75 | 83 | 73
CSc1nc(/N=C/c2ccccc2)c2c(-c3ccccc3)c(-c3ccccc3)oc2n1
  121 | 98 | 112 | 103 | 100 | 99 | 109 | 105
O=C(Cn1c(=O)[nH]c2ccccc2c1=O)NCC(=O)N/N=C/c1ccco1
  / | 98 | 90 | 93 | 100 | / | 96 | 113
O=C(Nc1cccc2cccnc12)c1cc(C(=O)c2ccc(Cl)cc2)n2c1ccc1c3ncccc3ccc12
  77 | 82 | 32 | 92 | 99 | 96 | 99 | 99
CCCS(=O)(=O)Oc1cc2oc(=O)c3c(c2cc1OC)CCCCC3
  83 | 58 | 82 | 86 | 95 | 88 | 100 | 85
Cc1cnc(SCc2ccc(Cl)cc2)nc1Nc1ccc(Cl)cc1Cl
  103 | 78 | 111 | 103 | 106 | 99 | 109 | 94
CCOC(=O)c1c(C)nc2c(c1N)CC(=O)N2CCc1ccc(OC)c(OC)c1
  101 | 81 | 109 | 96 | 107 | 73 | 115 | 97
COC(=O)[C@]12CC[C@@H](C(=O)/C=C/c3cccnc3)[C@@H]1[C@H]1CC[C@@H]3[C@@]4(C)C/C(=C/c5cccnc5)C(=O)C(C)(C)[C@@H]4CC[C@@]3(C)[C@]1(C)CC2
  -49* | -44* | -92* | -99* | -70* | / | -96* | -61*
COc1ccc2cc(C3=CCCC3(C)C(=O)O)ccc2c1 (centres undefined)
  118 | / | 118 | 111 | 109 | 86 | 109 | 119
NS(=O)(=O)c1ccc(Nc2nc(N/N=C/c3cccc4ccccc34)nc(Nc3ccccc3)n2)cc1
  88 | 45 | 110 | 70 | 59 | 56 | 80 | 82
O=C(Nc1ccc2oc(=O)ccc2c1)c1ccc(-c2ccc(Cl)c(Cl)c2)o1
  145 | 82 | 78 | 88 | 89 | 48 | 101 | 102
CC(=O)OC1COC(NC(=O)N(CCCl)N=O)C(OC(C)=O)C1OC(C)=O (centres undefined)
  / | 97 | / | 110 | 106 | 86 | 119 | 117
[2H]C([2H])([2H])Oc1cccc(/C=C/C(=O)/C=C(/C=C/c2cccc(OC([2H])([2H])[2H])c2OC([2H])([2H])[2H])OB(F)F)c1OC([2H])([2H])[2H]
  92 | 51 | 86 | 99 | 57 | 55 | 89 | 116
CCN(CC)CCNc1ncnc2[nH]ncc12
  112 | 102 | / | 106 | 121 | 96 | 106 | 110
CSc1nc2ccc(C)cc2cc1/C=C1/C=C(c2ccccc2)NC1=O
  29 | -0.1* | 76 | 80 | 31 | 45 | 79 | 89
COc1ccc(-c2nn(C(=O)NCCN(C)C)cc2-c2ccncc2)cc1Cl
  67 | 37 | 59 | 21 | -25* | 26 | 39 | 33

Next part.
SMILES	HS 578T	T-47D	BT-549	SK-MEL-5	MDA-MB-435	LOX IMVI	SK-MEL-28	SK-MEL-2
N#Cc1c(-c2cccc(Cl)c2)cc(-c2ccccn2)[nH]c1=O	100	88	91	94	98	93	104	107
COc1ccc(Oc2nc(Nc3ccc(N4CCOCC4)cc3)ncc2NC(=O)c2ccc(OC)c(OC)c2)cc1	105	102	111	100	102	105	117	119
NC(=O)C(=O)c1ccccc1	99	105	107	/	100	/	95	/
O=C(CN1CCn2c(nnc2C(F)(F)F)C1)Nc1nc2ccc(F)cc2s1	105	97	100	100	101	99	109	107
COc1cc(-c2nc(-c3ccccc3)[nH]c2-c2ccnc(NCCCNS(=O)(=O)c3ccccc3)n2)ccc1Cl	110	66	132	89	75	81	91	99
CC(=O)C(C(=O)CC(C)C)C(C)C (centres undefined)	135	80	157	93	110	94	112	112
N#CCc1ccc(N(CCO)CCO)cc1	112	100	104	98	93	104	107	113
COc1c(O)cc2oc3cc(O[C@H]4OC[C@H](O)C(O)C4O)c(CC=C(C)C)c(O)c3c(=O)c2c1CC=C(C)C (some centres undefined)	95	80	106	90	106	88	112	86
CC(/C=C/c1ccc(Br)cc1)=N\OCC(N)=O	103	82	88	97	101	98	106	/
CC1(C2OCCO2)OCCO1	118	97	101	106	109	98	109	106
COc1ccc(-c2c3c(nc4ncn(N)c(=N)c24)C(C)CCC3)cc1 (centres undefined)	/	/	106	/	92	93	/	90
c1ccc(Nc2cccs2)nc1	120	106	99	105	114	/	110	112
COc1ccc2c(c1)C(Sc1ccc(F)cc1)c1c(nc(N)c(C#N)c1N)O2 (centres undefined)	85	79	62	91	91	61	112	97
COCCOc1cc2ncnc(N3CCN(S(=O)(=O)c4ccccc4Cl)CC3)c2cc1OCCOC	94	81	89	59	11	83	83	88
NC(N)=N/N=C(/N=Nc1ccccc1)c1cccc2cccnc12	98	72	128	83	89	80	101	110
COc1cc(-c2nn(-c3ccc(NC(=O)c4ccc(Cl)c(C(F)(F)F)c4)cc3)cc2-c2ccncc2)ccc1Cl	-50*	27	/	-93*	24	22	36	/
S=C(Nc1ccccc1)N1CCCCC1	102	89	112	97	110	97	103	98
CCCCOc1ncnc2nc[nH]c12	100	107	98	105	111	103	111	104
NNC(=O)c1ccccc1Cl	100	90	108	100	107	102	109	99
O=C1OC(N2CCCCC2)c2nc3ccccc3c(/C=C/c3ccc(Br)cc3)c21 (centres undefined)	87	87	86	95	102	99	106	114
O=c1nc(-c2ccccc2)c2cc(-c3ccc(N4CCOCC4)nc3)ccc2[nH]1	85	78	98	83	91	90	102	90
O=C(Nc1ccc(OCc2nnc(-c3ccc(Cl)cc3)o2)c(F)c1)c1cccc(C(F)(F)F)c1	62	74	74	79	97	79	85	81
COc1cc(-c2nc(N3CCN(c4ccccc4Cl)CC3)c3ccccc3n2)cc(OC)c1OC	78	65	85	64	82	89	87	99
Cc1nnc(-c2ccccc2)o1	100	106	113	104	100	101	116	121
COc1ccc2[nH]cc(/C=C3\C(=O)Nc4ccccc43)c2c1	33	37	48	40	-42*	21	/	13
Cc1ccc2c(n1)C(=O)C(Cl)=C(Nc1ccc(S(=O)(=O)Nc3nnc(C)s3)cc1)C2=O	111	103	123	101	106	108	116	109
OC1CCc2ccccc2C1 (centres undefined)	124	110	/	113	121	103	110	/

Screening results (PubChem BioAssay)
